# NTR1 agonist: NTR1-driven beta-arrestin-GFP spot formation – imaging, U2OS cells, high content, primary screen (AID 493036). agonist mode. activation, % at 20 µM. P30989. 0.17% of 330,000 active;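 active = activation at or above 40% of the spot to cytoplasm intensity ratio, with at least 20 cells analyzed; inconclusive = wells under 20 cells, flagged as cytotoxic or low count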;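 also: 0% = DMSO without peptide and 100% = 100 nM NTR1 peptide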
# Target sequence (P30989 whole entry, looked up): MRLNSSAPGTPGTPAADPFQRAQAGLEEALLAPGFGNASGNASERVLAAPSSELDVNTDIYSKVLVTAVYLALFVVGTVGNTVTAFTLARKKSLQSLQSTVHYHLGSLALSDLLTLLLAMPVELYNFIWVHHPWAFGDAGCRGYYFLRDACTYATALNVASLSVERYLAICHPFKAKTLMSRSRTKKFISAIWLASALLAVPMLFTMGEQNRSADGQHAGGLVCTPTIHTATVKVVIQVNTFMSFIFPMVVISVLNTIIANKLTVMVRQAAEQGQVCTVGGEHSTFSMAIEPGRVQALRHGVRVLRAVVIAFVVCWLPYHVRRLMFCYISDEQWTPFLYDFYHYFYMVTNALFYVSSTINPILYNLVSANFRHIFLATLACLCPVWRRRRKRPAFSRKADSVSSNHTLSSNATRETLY
# Rac1 GTP hydrolysis: MgcRacGAP GTPase-activating activity inhibitors, confirmation, biochemical, ADP Hunter fluorescence; MgcRacGAP-stimulated Rac1 GTP hydrolysis, ADP Hunter fluorescence; higher % means a stronger effect; GST-tagged Rac1 F28L mutant substrate; one-dose inhibition, % at 30 µM; IC50 in µM for titrated hits; 0.6% of 340,000 active;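 active = first-screen hits whose inhibition reached a set limit at any dose in the follow-up dose series; inconclusive = inhibition above the set first-screen limit but never retested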;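 also: fluorescence reports GDP produced by GAP-driven GTP hydrolysis; strong numbers were not always called active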
# GPR55 activation: selective activators of receptor GPR55 – imaging, U2OS cells, beta-arrestin-GFP redistribution, primary screen (AID 1961) | U2OS GPR55 beta-arrestin-GFP redistribution imaging; higher % means a stronger effect | 0.048% of 290,000 active | one-dose activation, % at 10 µM; EC50 in µM for titrated hits;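 active = activation above 40% with more than 50 cells counted in the well; inconclusive = wells holding fewer than 50 cells, flagged as toxic or sparse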;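 also: U2OS osteosarcoma cells stably expressing GPR55 and beta-arrestin-GFP; plate controls were DMSO negative control for no effect and LPI positive control for full effect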
# Large T inhibition: SV40 large T antigen inhibitors, biochemical (AID 1903); SV40 large T antigen ATPase/helicase inhibition assay; higher % means a stronger effect; 0.39% of 310,000 active; one-dose inhibition, % at 20 µM; IC50 in µM for titrated hits; in the data active = a potency from the dose series; inconclusive = inhibition mostly from about 32% at the one dose, without a potency; inactive = the rest, 99 in 100 with inhibition below about 32%; also: strong numbers were not always called active
# GPR55 LPI antagonism: GPR55 antagonists blocking LPI-driven arrestin recruitment, primary screen, imaging, U2OS, beta-arrestin-GFP, LPI agonist (AID 2013); U2OS GPR55 beta-arrestin-GFP translocation imaging, LPI antagonism; higher % means a stronger effect; inhibition, % at 10 µM, or IC50 in µM where a hit was titrated; 0.13% of 290,000 active;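 active = spots per cell inhibited over 60%, with over 100 cells counted and total cytoplasm intensity under 500,000; inconclusive = wells with under 100 cells, flagged as likely toxic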;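 also: U2OS cells stably carrying GPR55 and arrestin-GFP stimulated by 5 µM LPI near EC80; imaged beta-arrestin-GFP aggregate spots per cell after agonist stimulation; plate controls were LPI-stimulated DMSO wells for no effect and DMSO wells without LPI for full effect; some results filed as inactive read as strong as hits; confirmed hits need IC50 under 10 µM and bright autofluorescent wells are also inconclusive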
# Lipid droplet: modulators of hepatic lipid droplet formation. AML12 mouse hepatocytes, oleate lipid droplets, BODIPY imaging. inhibition, % at 6.5 µM. 0.4% of 240,000 active;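 active = lipid droplet intensity inhibited by at least 50%, with more than 500 cells counted; inconclusive = wells with under 300 cells, treated as cytotoxic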
#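 Test system: AML12 mouse liver cells; schedule: overnight exposure; technique: high-content imaging of BODIPY-stained droplets and DAPI nuclei; read-out: % inhibition of corrected integrated BODIPY droplet signal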
# LYP phosphatase: inhibitors of LYP phosphatase, biochemical, fluorescence intensity, uHTS (AID 1779); recombinant LYP phosphatase, fluorescence intensity; higher % means a stronger effect; inhibition, % at 11.5 µM, or IC50 in µM where a hit was titrated; 0.054% of 290,000 active; in the data active = inhibition above about 50%;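 also: plate controls were vehicle with enzyme for no effect and no enzyme for full effect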
# GPR35 arrestin U2OS: inhibition of zaprinast-stimulated GPR35 beta-arrestin translocation – imaging, U2OS, beta-arrestin-GFP, zaprinast agonist, primary screen (AID 2058); one-dose inhibition, % at 10 µM; IC50 in µM for titrated hits; 0.052% of 290,000 active; U2OS GPR35 beta-arrestin-GFP translocation imaging, zaprinast antagonism; higher % means a stronger effect;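 active = inhibition of at least 50% with at least 30 cells and total cytoplasm GFP at most 10,000,000; inconclusive = under 30 cells or total GFP of 10,000,000 plus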
# T cell modulator: T cell immune modulators affecting CD8 T cell-vesicle binding; 0.068% of 330,000 active; calls only at 7 µM; AID 2052; 2C CD8+ T cell-vesicle binding, flow cytometry; stronger effect = lower value;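 active = response, share of CD8 T cells binding vesicles, and their 90th percentile fluorescence all below set limits, cut at about 80% in these data, passing the limit was not always enough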
#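 Material: murine 2C transgenic CD8+ T lymphocytes / Also added: QL9-peptide-loaded Drosophila micro-vesicles bearing Ld, ICAM-1 and B7-1 / Schedule: binding step 1.5 h, 37 °C, antibody labelling 20 min, ice / Signal: flow cytometry, PE anti-B7-1 (FL2) versus Alexa647 anti-CD8 (FL8), PFA-fixed / Evaluation: percent CD8+ FL2 mean versus row control / Benchmarks: naked versus QL9-loaded vesicles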
# Lipid droplet cells 6.5 µM: also measured in Lipid droplet; calls as there; cell count; measured here: cell count, cytotoxicity flag;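 cells counted across two imaged fields per well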
# T cell modulator vesicle-bound %: further read-out of T cell modulator, marked with its call; double positive events, %; measured here: CD8+ vesicle-bound cell fraction;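 binding gate set so that unloaded-vesicle control wells show 10% double positive cells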
# NTR1 agonist cell count 20 µM: also measured in NTR1 agonist; calls as there; cell count; measured here: cell count, cytotoxicity flag
# * marks the source's active call; other numbers are inactive results; i = inactive; ? = inconclusive; / = no result given; & = joins results of further samples.
# Preview, 9 compounds:
SMILES,NTR1 agonist,NTR1 agonist cell count 20 µM,Rac1 GTP hydrolysis,GPR55 activation,Large T inhibition,GPR55 LPI antagonism,Lipid droplet,Lipid droplet cells 6.5 µM,LYP phosphatase,GPR35 arrestin U2OS,T cell modulator,T cell modulator vesicle-bound %
Cc1cc(C)cc(OCC(=O)N/N=C/c2ccco2)c1,0.4,43,8%,0.1%,16%,-1%,10,720,-3%,-2%,i,1
Cc1ccc(NC(=O)CC(O)(C(F)(F)F)C(F)(F)F)c(Br)c1,0.4,38,5%,-0.1%,1%,11%,0,757,-2%,12%,i,14
Cc1cccc(NS(=O)(=O)c2cc3c(cc2C)N(C)CCO3)c1,3.9,54,-1%,-0.1%,17%,14%,33,759,-12%,6%,i,28
CCCc1ccc2oc(C(=O)N3CCN(CC(=O)NC(C)C)CC3)c(C)c2c1,0.4,59,-3%,0.3%,-4%,3%,-4,853,-1%,10%,i,30
Cc1cc(-c2ccccc2)c2ccc(NC(=O)C(C)(C)C)nc2n1,6.2,46,-10%,-0.2%,13%,-5%,16,846,0%,6%,i,56
CCOC(=O)c1cnc2c(cnn2C)c1Cl,-1.8,46,0%,0.5%,9%,10%,5,681,-2%,-5%,/,/
COc1cccc(-c2nnc(NC(=O)c3ccc(S(=O)(=O)N(CC(C)C)CC(C)C)cc3)o2)c1,6.1,58,3%,-0.1%,4%,25%,/,/,2%,5%,i,56
COc1cccc(-c2cc(C(=O)N/N=C/c3ccco3)c3ccccc3n2)c1,1.6,59,3%,-0.1%,11%,0%,10,835,-2%,-4%,i,30
CC(Sc1nnc(-c2ccccc2)c(-c2ccccc2)n1)C(=O)N1CCc2ccccc21 (centres undefined),2.0,42,-1%,-0.2%,8%,31%,57*,646*,-4%,21%,i,44

# Results, repeating the preview:
SMILES,NTR1 agonist,NTR1 agonist cell count 20 µM,Rac1 GTP hydrolysis,GPR55 activation,Large T inhibition,GPR55 LPI antagonism,Lipid droplet,Lipid droplet cells 6.5 µM,LYP phosphatase,GPR35 arrestin U2OS,T cell modulator,T cell modulator vesicle-bound %
Cc1cc(C)cc(OCC(=O)N/N=C/c2ccco2)c1,0.4,43,8%,0.1%,16%,-1%,10,720,-3%,-2%,i,1
Cc1ccc(NC(=O)CC(O)(C(F)(F)F)C(F)(F)F)c(Br)c1,0.4,38,5%,-0.1%,1%,11%,0,757,-2%,12%,i,14
Cc1cccc(NS(=O)(=O)c2cc3c(cc2C)N(C)CCO3)c1,3.9,54,-1%,-0.1%,17%,14%,33,759,-12%,6%,i,28
CCCc1ccc2oc(C(=O)N3CCN(CC(=O)NC(C)C)CC3)c(C)c2c1,0.4,59,-3%,0.3%,-4%,3%,-4,853,-1%,10%,i,30
Cc1cc(-c2ccccc2)c2ccc(NC(=O)C(C)(C)C)nc2n1,6.2,46,-10%,-0.2%,13%,-5%,16,846,0%,6%,i,56
CCOC(=O)c1cnc2c(cnn2C)c1Cl,-1.8,46,0%,0.5%,9%,10%,5,681,-2%,-5%,/,/
COc1cccc(-c2nnc(NC(=O)c3ccc(S(=O)(=O)N(CC(C)C)CC(C)C)cc3)o2)c1,6.1,58,3%,-0.1%,4%,25%,/,/,2%,5%,i,56
COc1cccc(-c2cc(C(=O)N/N=C/c3ccco3)c3ccccc3n2)c1,1.6,59,3%,-0.1%,11%,0%,10,835,-2%,-4%,i,30
CC(Sc1nnc(-c2ccccc2)c(-c2ccccc2)n1)C(=O)N1CCc2ccccc21 (centres undefined),2.0,42,-1%,-0.2%,8%,31%,57*,646*,-4%,21%,i,44
Cc1cc(OCc2ccc(F)cc2)nc(-c2ccccc2O)n1,3.6,66,5%,-0.2%,3%,-2%,/,/,2%,-3%,i,33
CC(CC(=O)NC1CCSC1=O)c1ccccc1 (centres undefined),1.6,66,1%,-0.1%,/,-2%,-11,650,2%,0%,i,7
Cc1ccc(NC(=S)N/C(=N/S(=O)(=O)c2ccccc2)c2ccccc2)cc1,-3.3,15,4%&15%,0.3%,13%,6%,-1,787,4%,0%,i,65
CC(=O)c1cccc(NC(=O)c2onc(C)c2Cl)c1,-0.2,57,8%,-0.2%,5%,-9%,/,/,-16%,12%,i,39
CCN1C(=O)[C@H]2[C@@H](c3ccc(-c4ccc(F)cc4)c(OC)c3)N[C@@](C)(C(=O)OC)[C@H]2C1=O,-1.7,95,3%,/,13%,/,/,/,/,/,i,25
C=CCNC(=O)C1CC(=O)N(c2ccc(OCC(=O)Nc3ccc(Cl)c(C(F)(F)F)c3)cc2)C1 (centres undefined),-0.6,79,10%,-0.1%,1%,4%,9,798,1%,8%,i,30
COc1ccc(N(CC(=O)Nc2ccc(S(=O)(=O)N3CCCC3)cc2)S(C)(=O)=O)cc1OC,0.5,93,6%,0.4%,3%,2%,-114,745,-7%,-10%,i,19
CC1=C(C(=O)OCc2ccc3c(c2)OCO3)C(c2ccccc2OCc2ccccc2)NC(=O)N1 (centres undefined),4.1,51,9%,0.0%,9%,10%,-15,794,7%,-12%,i,32
Cc1ccc(CN2C(=O)CNC2=S)cc1,2.8,47,4%,-0.2%,10%,-5%,-16,702,-8%,-23%,i,30
CCCCCCn1c(SCCOC)nc2c1c(=O)[nH]c(=O)n2C,7.9,56,3%,-0.1%,-2%,10%,0,698,-3%,-11%,i,26
NC(=O)c1ccc[n+](Cc2cccc3ccccc23)c1,-0.7,61,6%,0.2%,8%,9%,-8,540,0%,-9%,i,57
CC(=O)Nc1ccc(Nc2cc(N(C)C)c3nonc3c2[N+](=O)[O-])cc1,0.2,80,12%,0.0%,5%,-13%,/,/,-4%,-9%,i,26
CCOc1cc(C(=O)Nc2ccc(S(=O)(=O)Nc3nnc(CC)s3)cc2)cc(OCC)c1OCC,0.0,82,10%,-0.3%,-24%,-6%,-1,829,2%,14%,i,65
O=C(CN1C(=O)/C(=C/c2ccco2)SC1=S)Nc1ccc(C(=O)O)c(O)c1,-0.6,65,?,-0.1%,77µM*,6%,-1,696,0%,3%,i,1
CCn1c2ccccc2c2cc(NC(=O)CC(C)=O)ccc21,-0.8,56,9%,-0.3%,6%,-3%,-19,478,2%,19%,i,36
COc1ccc(OC)c(CC(NC(C)=O)C(=O)NC2CCN(c3nc(OC)nc(OC)n3)CC2)c1 (centres undefined),-0.3,25,6%,0.1%,3%,11%,-5,722,-3%,15%,i,9
CNC(=O)N(C1=NCC(C)S1)c1ccc(F)cc1F (centres undefined),-2.3,84,1%,0.2%,9%,-2%,-16,659,-5%,0%,i,25
CCCCC(CC)C(=O)Nc1ccc(S(=O)(=O)Nc2nccs2)cc1 (centres undefined),0.9,55,-4%,0.6%,18%,1%,-18,736,-5%,-2%,i,33
CC(C)=CCCC(C)CN1CCC(O)CC1 (centres undefined),0.6,74,10%,-0.2%,1%,17%,2,777,1%,-4%,i,13
O=C(COc1ccc(Cl)cc1Cl)NNC(=S)NC(=O)c1ccco1,1.5,47,14%,-0.3%,15%,23%,-6,686,0%,-16%,i,45
CCc1ccc(C(=O)NNC(=O)c2cccc(N3C(=O)CCC3=O)c2)cc1,0.0,62,14%,/,10%,/,/,/,/,/,i,52
Cc1cccnc1NC(=O)CSc1nnc(COc2ccc(C(C)C)cc2)n1C,0.6,63,2%,0.4%,2%,14%,-7,702,-3%,0%,i,27
Cn1cc(Cl)c(-c2n[nH]c(=S)n2C2CCCCC2)n1,4.0,40,-2%,0.1%,5%,0%,0,709,-7%,-18%,i,30
Cc1cc(C)cc(NC(=O)c2cccc(NC3=NC4CS(=O)(=O)CC4S3)c2)c1 (centres undefined),-0.3,64,6%,-0.1%,6%,0%,0,743,-8%,-22%,i,32
Cc1ccccc1OCCSc1nc(N(C)C)nc(N(C)C)n1,0.8,83,11%,0.2%,27%,-1%,-16,613,-5%,-14%,i,46
CCOC(=O)C1CCCN(C(=O)CCc2ccccc2)C1 (centres undefined),-0.5,93,-5%,-0.2%,18%,-5%,/,/,-9%,2%,i,25
CCOC(=O)C1CCN(C(=O)C2CCCN2S(=O)(=O)c2ccc(Cl)cc2)CC1 (centres undefined),-0.5,70,6%,0.2%,5%,-2%,-1,844,-5%,-1%,i,20
O=C(CSc1nnc(-c2ccco2)n1-c1ccccc1)NCc1ccc2c(c1)OCO2,2.9,49,3%,-0.1%,4%,-4%,-15,716,-3%,4%,i,10
Cc1ccccc1OCCn1c(C)nc2ccccc21,-0.2,53,7%,-0.1%,4%,-6%,-19,803,-10%,2%,i,65
COc1ccccc1NC(=O)NCC(=O)Nc1c(C)cccc1C,0.1,37,5%,0.2%,21%,4%,0,661,0%,-11%,i,17
CCOC(=O)c1ccc(NC(=O)c2ccc3c(c2)OCO3)cc1,-9.6,23,-3%,-0.2%,1%,5%,12,729,-10%,9%,i,37

# Compounds as they come, and some 1.8% of all compounds hit somewhere here.
